tim10-1 inh – inhibits growth of tim10-1 mutant yeast. AID 463190. 2.2% of 330,000 active. S. cerevisiae tim10-1 ts strain growth, BacTiter-Glo, 24 h. inhibition, % at 20 µM;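 active = inhibition of at least 40%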;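 also: mutant grown at 25 °C; 0% = DMSO wells with yeast and 100% = wells holding no yeast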
MIN6 prolif – inducers of beta-cell replication in MIN6 cells. MIN6 cells proliferation, ATPlite luminescence, 48 h; cells starved in 0.2% serum; 100% = growth in 10% serum. proliferation, % at 10 µM. 0.29% of 330,000 active. AID 2380;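 active = compounds whose signal lies at least 3.5 SD above the mean of all wells on their plate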;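 also: 0% = DMSO-treated cells in low-serum medium and 100% = 10% serum control; some compounds called inactive have numbers as strong as hits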
NALP3 yeast inh – NALP3 inhibition in yeast; Yeast reconstituted NLRP3/ASC/caspase-1, beta-gal luminescence, 24 h; inhibition, % at 10 µM; 0.39% of 330,000 active; AID 2825;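 active = inhibition of 50% or more; inactive = inhibition below 50%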;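 also: plate controls were induced DMSO wells for no effect and uninduced yeast grown without galactose for full effect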
APOBEC3A inh – blocks human APOBEC3A ssDNA deamination | P31941 | recombinant A3A, FAM/TAMRA ssDNA deamination fluorescence | inhibition, % at 20 µM | 0.41% of 330,000 active | AID 493011;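 active = at least 40% inhibition at 20 µM here, with at most 30% in a related deaminase screen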;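 also: plate controls were A3A with DMSO for no effect and wells lacking A3A enzyme for full effect; some results filed as inactive read as strong as hits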
Target sequence (P31941 whole entry, looked up): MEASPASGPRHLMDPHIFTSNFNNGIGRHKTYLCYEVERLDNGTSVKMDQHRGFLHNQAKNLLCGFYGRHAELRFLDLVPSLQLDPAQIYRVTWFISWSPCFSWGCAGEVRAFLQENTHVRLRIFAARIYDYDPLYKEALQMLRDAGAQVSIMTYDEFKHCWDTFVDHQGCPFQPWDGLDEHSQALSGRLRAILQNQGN
hIAP inh – human IAP inhibition; purified IAP, CDP-Star luminescence, 30 min; P09923; AID 2544; 0.12% of 330,000 active; inhibition, % at 10 µM;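 active = inhibition reaching a set limit with compound at 10 µM in the primary screen, cut at about 35% in these data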;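 also: plate controls were DMSO wells with enzyme for no effect and no-enzyme buffer wells for full effect; values of inactives mirror those of a sister screen read the other way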
Target sequence (P09923 whole entry, looked up): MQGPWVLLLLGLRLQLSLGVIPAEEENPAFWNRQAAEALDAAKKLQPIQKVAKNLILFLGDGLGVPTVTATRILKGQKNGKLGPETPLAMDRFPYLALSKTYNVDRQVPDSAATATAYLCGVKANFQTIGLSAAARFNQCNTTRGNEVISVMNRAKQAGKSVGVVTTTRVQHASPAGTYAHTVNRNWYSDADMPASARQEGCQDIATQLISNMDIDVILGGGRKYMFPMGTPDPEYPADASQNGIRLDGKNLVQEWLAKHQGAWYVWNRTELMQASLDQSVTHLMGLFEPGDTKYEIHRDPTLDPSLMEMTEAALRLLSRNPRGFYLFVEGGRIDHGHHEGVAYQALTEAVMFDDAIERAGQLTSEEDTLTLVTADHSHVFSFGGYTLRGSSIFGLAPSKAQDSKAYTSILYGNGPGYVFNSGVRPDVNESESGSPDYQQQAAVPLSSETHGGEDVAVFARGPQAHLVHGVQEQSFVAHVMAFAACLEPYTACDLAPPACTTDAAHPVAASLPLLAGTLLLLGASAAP
mIAP inh – blocks mouse intestinal alkaline phosphatase; purified mouse IAP, CDP-Star luminescence, 30 min; inhibition, % at 10 µM; 0.2% of 330,000 active; AID 2806;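 active = inhibition of at least 40% at 10 µM in the primary screen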;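 also: plate controls were DMSO with enzyme for no effect and no enzyme wells for full effect; values of inactives mirror those of a sister screen read the other way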
mIAP activ – mouse IAP activation; muIAP, CDP-Star luminescence, 30 min; hits give high values; 1 = vehicle-only enzyme signal, 0 = enzyme-free wells; activation factor at 10 µM; 0.24% of 330,000 active;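 active = activation factor of at least 2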; also: the source names both 10 and 20 µM as test concentration; values of inactives mirror those of a sister screen read the other way
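Assay system: mouse IAP enzyme; Reagent: CDP-Star chemiluminescent phosphatase substrate; Compound: DMSO-dissolved test compounds; Incubation: 30 min, room temperature; Technique: luminescence from enzymatic CDP-Star hydrolysis; Controls: DMSO-only wells and no-enzyme negative control.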
A3G deaminase – inhibitors of human APOBEC3G DNA deaminase; Q9HC16; recombinant A3G, ssDNA deamination FAM/TAMRA fluorescence; inhibition, % at 20 µM; 0.28% of 330,000 active;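 active = inhibition of at least 40% at 20 µM, with no more than 30% in the related APOBEC3A deaminase screen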;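 also: plate controls were DMSO wells with A3G for no effect and wells lacking A3G enzyme for full effect; some compounds called inactive have numbers as strong as hits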
Target sequence (Q9HC16 whole entry, looked up): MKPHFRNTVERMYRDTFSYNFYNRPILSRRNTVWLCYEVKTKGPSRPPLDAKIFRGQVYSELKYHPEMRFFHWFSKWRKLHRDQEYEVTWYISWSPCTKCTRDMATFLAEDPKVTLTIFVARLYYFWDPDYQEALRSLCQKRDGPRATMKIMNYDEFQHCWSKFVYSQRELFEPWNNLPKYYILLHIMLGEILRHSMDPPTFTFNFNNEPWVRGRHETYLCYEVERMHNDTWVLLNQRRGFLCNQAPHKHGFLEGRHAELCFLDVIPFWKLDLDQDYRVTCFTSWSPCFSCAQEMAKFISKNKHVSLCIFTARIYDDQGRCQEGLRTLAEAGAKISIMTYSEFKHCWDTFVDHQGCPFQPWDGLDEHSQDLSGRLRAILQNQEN
TIM10 inh – inhibits growth of TIM10 yeast strain; S. cerevisiae TIM10 strain growth, BacTiter-Glo luminescence, 24 h; inhibition, % at 10 µM; 1.4% of 330,000 active;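 active = inhibition of 40% or more at the single tested concentration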;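 also: wild-type TIM10 isogenic control strain grown at permissive 25 °C; 0% = DMSO yeast wells and 100% = minimal medium wells without yeast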
* = called active by the depositor.

SMILES	tim10-1 inh	MIN6 prolif	NALP3 yeast inh	APOBEC3A inh	hIAP inh	mIAP inh	mIAP activ	A3G deaminase	TIM10 inh
CCc1ccc(NC(=S)N2CCCCCCC2)cc1	42*	-3	11	1	-10	-5	1	-6	41*
COc1ccc(NC(=O)Nc2c(C)n(C)n(-c3ccccc3)c2=O)c(OC)c1	-1	3	25	-3	4	-2	1	-9	9
Cc1ccccc1Cn1ccc(NC(=O)c2cc3nc(-c4ccco4)cc(C(F)(F)F)n3n2)n1	13	0	5	4	5	4	0.96	-1	-4
Cn1cccc1C(=O)NC(=O)COC(=O)c1cc(Cl)ccc1[N+](=O)[O-]	-9	-2	9	-2	-12	-10	1.1	-3	-13
CC[C@H](C)[C@@H](CN[C@H](CCCCNC)CNC)NCC1CCCC1	-9	4	9	-1	-5	5	0.95	-10	3
CCn1c(=O)c(C(=O)NNC(=O)Cc2ccccc2)c(O)c2ccccc21	-40	0	-12	0	-38	12	0.88	-9	-9
Cc1cc(C)c(S(=O)(=O)NCc2cn3c(C)csc3n2)cc1C	6	0	-2	-1	16	-1	1	-4	18
COc1ccccc1N1CCN(/N=C(\C)c2ccccc2O)CC1	23	-2	21	-8	4	-6	1.1	4	-3
CCN(C(=O)c1ccc(=O)n(C)n1)c1c(N)n(Cc2ccccc2)c(=O)[nH]c1=O	-1	-1	0	-2	-18	8	0.92	-7	-8
O=c1cc(CSc2nnnn2-c2ccccc2)nc2scc(-c3ccccc3)n12	21	0	20	0	6	9	0.91	-1	9
COC(=O)C(Cc1c[nH]c2ccccc12)NC(=O)CNC(C)=O (stereo not drawn)	-5	2	0	-13	-11	8	0.92	-4	1
COc1ccc(N2CCN(C(=O)CCS(=O)(=O)c3ccc(C)cc3)CC2)cc1	9	-1	14	1	-1	-2	1	0	4
Cc1cc(C)nc(SC(C(=O)O)c2ccccc2)n1 (stereo not drawn)	5	0	11	-2	9	5	0.95	-8	6
Cc1ccc(-c2nc3c(=O)n(-c4ccccc4)c4c(c(=O)n(C)c(=O)n4C)c3o2)cc1	-1	-2	4	0	-2	6	0.94	3	-5
CCN1C(=O)[C@H]2[C@@H](c3ccc(C)cc3)N3C(=O)N(c4cccc(Br)c4)C(=O)[C@@]3(CC)[C@H]2C1=O	-6	-2	6	-5	-14	-9	1.1	-14	0
COc1ccc(C(=O)CSc2nc3c(c(=O)n(C)c(=O)n3C)n2C)cc1	-2	-3	7	-1	1	-8	1.1	-4	-10
Cc1ccccc1NC(=O)C[n+]1cc(-c2ccccc2)n2c1CCC2	-5	0	8	2	-8	-11	1.1	1	-17
Cc1cc(C)c2oc(C(=O)Nc3ccc(S(=O)(=O)Nc4nccs4)cc3)cc(=O)c2c1	5	4	7	-1	-9	6	0.94	-7	15
O/N=C1\CCCc2nnc3c(c21)CCCC3	0	1	21	2	20	2	0.98	0	9
CC(NC(=O)COc1cccnc1[N+](=O)[O-])c1ccc(Cl)cc1Cl (stereo not drawn)	9	-4	16	2	11	4	0.96	-2	9

Record cards, from the list above:
Entry for `COc1ccc(N2CCN(C(=O)CCS(=O)(=O)c3ccc(C)cc3)CC2)cc1` : tim10-1 inh = 9; MIN6 prolif = -1; NALP3 yeast inh = 14; APOBEC3A inh = 1; hIAP inh = -1; mIAP inh = -2; mIAP activ = 1; A3G deaminase = 0; TIM10 inh = 4
Entry for `COC(=O)C(Cc1c[nH]c2ccccc12)NC(=O)CNC(C)=O` (stereo not drawn) : tim10-1 inh = -5; MIN6 prolif = 2; NALP3 yeast inh = 0; APOBEC3A inh = -13; hIAP inh = -11; mIAP inh = 8; mIAP activ = 0.92; A3G deaminase = -4; TIM10 inh = 1

(list continues)
SMILES	tim10-1 inh	MIN6 prolif	NALP3 yeast inh	APOBEC3A inh	hIAP inh	mIAP inh	mIAP activ	A3G deaminase	TIM10 inh
CNc1snc(C)c1C(=O)OCC(=O)Nc1ccc(C)cc1F	-4	-3	27	-1	-4	-26	1.3	13	-13
CC(OC(=O)/C=C/c1cccc(Cl)c1)C(=O)NC1CCCCC1C (stereo not drawn)	6	2	11	1	15	0	1	-3	-8
Cc1ccccc1OCCNC(=O)c1ccco1	5	0	31	5	10	4	0.96	2	-20
COc1ccc(N2CCN(CCCNC(=O)C3(S(=O)(=O)c4ccc(Cl)cc4)CC3)CC2)cc1	21	-3	9	1	17	-1	1	-2	-1
Cc1c(C(=O)O)cccc1-n1c(C)cc(/C=N/Nc2ccc([N+](=O)[O-])cn2)c1C	-10	-5	26	5	23	26	0.73	-3	3
COc1cccc(C(=O)NCCN2C(=O)S/C(=C/c3cccs3)C2=O)c1OC	21	1	-5	1	13	18	0.81	-4	-3
COc1ccc(-c2n(Cc3ccccc3)c3ccccc3[n+]2Cc2ccccc2)cc1	19	-6	-2	-7	2	12	0.88	-7	25
Cc1nn(Cc2ccccc2)c(C)c1C(=O)Nc1ccc(N2CCOCC2)cc1	15	4	9	1	21	0	1	2	-2
COc1cc2ccccc2cc1C(=O)N(CCN(C)C)c1nc2ccc(C)cc2s1	42*	-7	25	-3	-2	5	0.95	-2	32
O=C(NC(Cc1ccc2c(c1)OCO2)C(=O)NC(Cc1ccccc1)C(=O)O)c1ccccc1 (stereo not drawn)	16	-4	10	-3	6	-2	1	-5	-20
Cc1cccc(C(=O)NCc2ccco2)c1	9	-5	15	3	-16	8	0.92	1	4
CC(C)(C)c1ccc(SCCc2cccnc2)cc1	20	-5	15	-4	-14	-13	1.1	-5	14
Cc1ccc(-c2nnn(Cc3nc(N)nc(N4CCOCC4)n3)n2)cc1	9	-1	5	-3	-3	1	0.99	1	-5
Nc1c(C(=O)N/N=C/c2cccnc2)oc2nc(-c3ccccc3)cc(-c3ccco3)c12	8	0	14	0	-1	7	0.93	-3	15
CCN(CC)c1ccc(NC(=O)COC(=O)CCC(=O)c2cccs2)cc1	-1	-2	24	-4	3	0	1	-10	5
Cc1ccc2cc(CCNS(=O)(=O)c3ccc(F)cc3)c(=O)[nH]c2c1C	6	2	5	-2	8	6	0.94	-6	-6
C=CCn1c(C)nnc1SCC(=O)c1[nH]c(C)c(C(C)=O)c1C	13	2	7	8	-6	-3	1	-11	-13
COc1ccccc1N1CC(C)(C)C(=O)N(C(=O)c2ccc(C)cc2)C1=S	37	0	28	-4	6	-13	1.1	-12	43*
C[C@H](CO)N1C[C@H](C)[C@@H](CN(C)C(=O)Nc2ccc3c(c2)OCO3)Oc2c(NS(=O)(=O)c3ccc(F)cc3)cccc2C1=O	4	-1	15	-3	-12	-13	1.1	-5	2
CN(C(=O)COC(=O)/C=C/c1ccc2c(c1)OCO2)c1c(N)n(Cc2ccccc2)c(=O)[nH]c1=O	-9	0	11	0	-8	-1	1	-8	7
Cc1cccc(NC(=O)/C(C#N)=C\c2ccc(C(=O)O)cc2)c1	0	-2	4	-3	-25	10	0.9	-6	2
CC1CCCN(S(=O)(=O)c2ccc([N+](=O)[O-])cc2)C1 (stereo not drawn)	7	2	31	0	-29	12	0.89	-2	9
COc1ccc(S(=O)(=O)NCCCCOc2ccc(Cl)cc2)cc1	26	-7	19	0	-7	-6	1.1	-7	-7
O=S(=O)(NCc1ccccn1)c1cc(OCC(F)(F)F)ccc1OCC(F)(F)F	-4	-3	14	-2	-2	-1	1	-4	7
OC(CNCc1ccccc1F)COc1cccc2ccccc12 (stereo not drawn)	-47	-2	19	-4	5	2	0.98	-11	19
N=c1c2c3c(sc2ncn1N)CCCC3	6	-2	1	0	-15	-3	1	-4	-5
O=C(NNC(=O)C1CCN(S(=O)(=O)c2ccccc2)CC1)c1ccccc1O	13	-1	0	-4	-23	24	0.76	-7	-2
Cc1cc(=O)oc(C)c1C(=O)N1CCN(Cc2ccc3c(c2)OCO3)CC1	6	3	17	-1	-8	2	0.98	-4	0
O=C(Nc1cccc(Cl)c1)c1ccc(Cn2cc(Cl)cn2)cc1	60*	-1	50	0	-9	6	0.94	-1	73*
CCS(=O)(=O)N1Cc2ccccc2CC1C(=O)Nc1ccc(OC)cc1 (stereo not drawn)	-13	-3	9	19	-22	-6	1.1	3	14
O=C(c1cccc(C(F)(F)F)c1)C1CCCN(C(=O)/C=C/c2cnc[nH]2)C1 (stereo not drawn)	11	-4	6	1	-36	-6	1.1	5	-1
O=C(C[C@H]1C/C=C\C[C@H](NC(=O)OCC2c3ccccc3-c3ccccc32)C(=O)OC[C@H]2CCCN2C1=O)NCCO	5	-5	3	0	4	-5	1	-6	0
Clc1ncn(C23CC4CC(CC(C4)C2)C3)n1	24	-2	22	4	9	5	0.95	0	13
COC(=O)Cc1[nH]n(-c2nc3ccccc3s2)c(=O)c1C(C)=Nc1ccc(OC)cc1	-3	-6	2	0	-19	-1	1	-1	-7
COc1ccc(OC)c(C2C(C(=O)c3cccs3)=C(O)C(=O)N2c2cc(C)on2)c1 (stereo not drawn)	14	-3	12	-1	-16	-3	1	-2	-4
O=C(Nc1ccccc1Cl)c1ccc(COc2ccc3c(c2)CCC3)cc1	12	-2	7	-3	5	-8	1.1	3	10
Cc1nn(CC(=O)N2CCCCC2)c(=O)c2nn(-c3ccccc3)c(C)c12	-2	-3	19	-9	3	2	0.98	7	5
O=C(CN1CCN(C/C=C/c2ccccc2)CC1)Nc1ccccc1C(=O)NC1CC1	-7	-3	-1	3	0	-1	1	-5	5
CC(C)C(=O)Nc1nc2cc3c(cc2s1)OCCO3	21	-2	2	3	9	-4	1	-4	22
COc1cccc(CNC(=O)N[C@@H](CC(C)C)C(=O)O)c1	8	-2	9	2	-9	-5	1.1	-9	-9
Cc1ccc(CNC(=O)CC2(CC3=NS(=O)(=O)c4ccccc4N3)CCCC2)cc1	3	-3	11	-3	2	-20	1.2	-8	0
CCOC(=O)Cn1nc(NC(=O)COc2ccc(F)cc2)cc1C	-5	-1	5	-2	9	7	0.93	-4	-1
COc1ccc(CCC(C)NCc2cccc(Br)c2)cc1 (stereo not drawn)	-5	-3	12	-7	-24	-2	1	-5	6
Cc1cc(C)n2nc(C(=O)OCC(=O)N(C)CC(=O)Nc3ccccc3Cl)nc2n1	-17	5	14	8	-12	5	0.95	-7	-9
CCn1nc(C)cc1C(=O)OCC(=O)c1ccc(Cl)cc1	20	5	13	0	12	-4	1	-5	7
CCc1ccc(N2C(=O)C3CCCN3C2=S)cc1 (stereo not drawn)	0	5	18	-3	6	2	0.98	-3	-11
COc1ccc(C2CC(c3cccs3)=NN2C(=O)COC(=O)C2CCCCC2)cc1OC (stereo not drawn)	36	-5	0	-10	4	-9	1.1	-5	33
COCC(=O)N1CCC(n2nnc3cc(F)ccc32)CC1	-1	0	5	-3	3	2	0.98	-3	1
CS(=O)(=O)NCc1ccc(C(=O)NC2CCCCC2)cc1	-14	1	25	2	6	1	0.99	8	-7
Cc1cccc(OCc2nnc(SCC(=O)NC3CCCC3)n2C)c1	-12	-1	8	-2	-7	-1	1	-6	12
COC(=O)c1cc(NS(=O)(=O)c2ccc(N3CCC(C)CC3)c([N+](=O)[O-])c2)cc(C(=O)OC)c1	16	0	8	-2	-4	5	0.95	-3	9
C=CCSc1nnc(CNS(=O)(=O)c2ccc(C)cc2)n1C	14	-2	1	-1	15	5	0.95	-9	11
CN(C)c1cccc(C(=O)N2CCCC(CCC(=O)NCc3ccccc3F)C2)c1 (stereo not drawn)	4	-2	19	-3	17	-8	1.1	7	0
O=[N+]([O-])c1ccc(O)c(C=Nc2ccc3nc(-c4ccccc4)[nH]c3c2)c1	20	0	27	9	-5	1	0.99	-3	7
COCCn1c(=O)[nH]c(=O)c2cc(C(=O)c3cc(OC)ccc3O)cnc21	31	-2	-8	-4	1	8	0.92	-6	-1
O=C(COC(=O)c1cccc(S(=O)(=O)N2CCCCC2)c1)NCc1ccccc1	9	5	13	0	-2	0	1	-2	-5

Screens deposited in PubChem BioAssay by Sanford-Burnham Center for Chemical Genomics.
